Compound activity: PubChem, National Center for Advancing Translational Sciences (NCATS)
Rab9 prom act – activates the Rab9 promoter. Potency, µM (doses to about 9.22 µM), for inactives: at the top dose activation, negative = inhibition, actives largely listed as activators. hit rate 2.8% among 320,000. Huh7 Rab9 promoter-luciferase reporter, luminescence, 24 h. AID 485297; further: % of control where 0% means no effect; nearly all actives have a fitted effect of over 60% in size
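Stable Rab9-luc Huh7, 1500 cells/well, 2 h settle; cmpd in DMSO, 24 h, 37 °C/5% CO2; luciferase reagent 10 min RT; luminescence.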
FLuc modulator – firefly luciferase modulation, counter-screen for miR-21 project; P08659; purified FLuc, Km substrates, luminescence inhibition; Potency, µM (titrated, usually from 57.5 µM), inactives show at the highest dose activity change, negative = inhibition, usual class: inhibitors; hit rate 6.9% among 360,000;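 further: plate controls were vehicle for no effect and reference inhibitor for full effect; nearly all actives have a fitted effect of over 55% in size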
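Purified P. pyralis luciferase, 10 nM final, with Km-level 10 uM D-luciferin and 10 uM ATP in 50 mM Tris acetate pH 7.5, 10 mM Mg acetate, 0.01% Tween-20, 0.05% BSA; 6-point qHTS titration about 60 µM downward; luminescence read.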
MBNL1 CUG block – blocks human MBNL1 binding to CUG repeat RNA; Q9NR56; TR-FRET MBNL1-His/biotin-(CUG)12 binding, 665/545 ratio; Potency, µM (series often up to 57.5 µM), without a hit: at the top dose activity change, negative = inhibition, hits mostly inhibitors; hit rate 0.036% among 280,000; active means well fitted inhibition curve with a large enough effect in the signal ratio, with a control signal flat, not every such curve was filed as active; inconclusive means small, poorly fitted or top-dose-only effect, or effect the other way, or a change in a side signal; inactive means no such curve, though single readings can be large or run the other way; the % refers to the signal ratio; further: on the % scale 0 is the no-effect control and ±100 the full control effect
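TR-FRET between His-tagged MBNL1 and biotin-(CUG)12 RNA, detected with Tb anti-His antibody (0.055 ng/ul) and streptavidin-XL665 (5 nM), 60 min at room temperature. Compounds titrated 92 nM to 58 uM; 665/545 nm ratio normalized to buffer and complex controls.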
ELG1 genotox – genotoxicity induction in ELG1-luciferase HEK293T cells | hit rate 1.3% among 330,000 | AID 504466 | HEK293T ELG1-luciferase reporter, luminescence, 16 h | Potency, µM (titrated, usually from 46 µM), inactives show at the highest dose activity change, positive = activation, most hits filed as activators; further: % of control where 0% means no effect; nearly all actives have a fitted effect of over 60% in size
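HEK293T cells expressing luciferase-tagged ELG1 were treated with compound or DMSO for 16 hr at 37°C. Luciferase activity was then read after 30 min with ONE-Glo at room temperature; rising signal flags genetic stress.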
Gal4-VP16 FLuc – Gal4-VP16 reporter inhibition counter-screen; hit rate 3.5% among 310,000; Potency, µM (highest dose often 53.6 µM), for the others: at the top dose activity, negative = inhibition, most hits filed as inhibitors; Drosophila S2 Gal4-VP16 UAS-luciferase, luminescence, 20 h;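 further: Gal4-VP16 expression switched on by copper sulfate through the metallothionein promoter; on the % scale 0 is the no-effect control and ±100 the full control effect; nearly all actives have a fitted effect of over 50% in size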
RORgamma inh – ROR gamma (mouse) transcription inhibition; P51450; Drosophila S2 Gal4-RORgamma UAS-luciferase reporter, 20 h; Potency, µM (highest dose often 53.6 µM), without a hit: at the highest dose activity change, negative = inhibition, actives largely listed as inhibitors; hit rate 5.4% among 310,000; AID 2551; further: on the % scale 0 is the no-effect control and ±100 the full control effect; nearly all actives have a fitted effect of over 60% in size
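In this cell-based reporter format, copper sulfate (700 uM final) drives Gal4–ROR gamma fusion expression from a metallothionein promoter in Drosophila Schneider cells; compounds preincubated 1 hr, reporter read after 20 hr at ambient temperature.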
NPC1 promoter act – activators of NPC1 promoter. Huh7 NPC1 promoter luciferase reporter, 24 h. hit rate 2.4% among 320,000. Potency, µM (top dose mostly 9.22 µM), without a hit: top-dose activation, usual class: activators;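 further: % of control where 0% means no effect; nearly all actives have a fitted effect of over 60% in size; reporter is driven by a mutant NPC1 promoter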
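Luminescence from an NPC1 promoter-driven luciferase reporter in stably transfected Huh7 cells was measured after 24 h compound treatment at 37 °C, followed by 10 min ambient incubation with luciferase detection reagent.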
MLL CXXC-DNA inh – inhibitors of human MLL CXXC domain-DNA interaction; MLL-CXXC / FITC-HOXA9 DNA fluorescence polarization; Potency, µM (doses to about 115 µM), inactives show at the highest dose activity change, negative = inhibition, usual class: inhibitors; AID 2662; Q03164; hit rate 0.037% among 290,000; active means well fitted inhibition curve with a large enough effect in the polarisation, with a control signal flat, not every such curve was filed as active; inconclusive means small, poorly fitted or top-dose-only effect, or effect the other way, or a change in a side signal; inactive means no such curve, though single readings can be large or run the other way; the % refers to the polarisation
Target sequence (Q03164 whole entry, looked up, the tested form may be a part): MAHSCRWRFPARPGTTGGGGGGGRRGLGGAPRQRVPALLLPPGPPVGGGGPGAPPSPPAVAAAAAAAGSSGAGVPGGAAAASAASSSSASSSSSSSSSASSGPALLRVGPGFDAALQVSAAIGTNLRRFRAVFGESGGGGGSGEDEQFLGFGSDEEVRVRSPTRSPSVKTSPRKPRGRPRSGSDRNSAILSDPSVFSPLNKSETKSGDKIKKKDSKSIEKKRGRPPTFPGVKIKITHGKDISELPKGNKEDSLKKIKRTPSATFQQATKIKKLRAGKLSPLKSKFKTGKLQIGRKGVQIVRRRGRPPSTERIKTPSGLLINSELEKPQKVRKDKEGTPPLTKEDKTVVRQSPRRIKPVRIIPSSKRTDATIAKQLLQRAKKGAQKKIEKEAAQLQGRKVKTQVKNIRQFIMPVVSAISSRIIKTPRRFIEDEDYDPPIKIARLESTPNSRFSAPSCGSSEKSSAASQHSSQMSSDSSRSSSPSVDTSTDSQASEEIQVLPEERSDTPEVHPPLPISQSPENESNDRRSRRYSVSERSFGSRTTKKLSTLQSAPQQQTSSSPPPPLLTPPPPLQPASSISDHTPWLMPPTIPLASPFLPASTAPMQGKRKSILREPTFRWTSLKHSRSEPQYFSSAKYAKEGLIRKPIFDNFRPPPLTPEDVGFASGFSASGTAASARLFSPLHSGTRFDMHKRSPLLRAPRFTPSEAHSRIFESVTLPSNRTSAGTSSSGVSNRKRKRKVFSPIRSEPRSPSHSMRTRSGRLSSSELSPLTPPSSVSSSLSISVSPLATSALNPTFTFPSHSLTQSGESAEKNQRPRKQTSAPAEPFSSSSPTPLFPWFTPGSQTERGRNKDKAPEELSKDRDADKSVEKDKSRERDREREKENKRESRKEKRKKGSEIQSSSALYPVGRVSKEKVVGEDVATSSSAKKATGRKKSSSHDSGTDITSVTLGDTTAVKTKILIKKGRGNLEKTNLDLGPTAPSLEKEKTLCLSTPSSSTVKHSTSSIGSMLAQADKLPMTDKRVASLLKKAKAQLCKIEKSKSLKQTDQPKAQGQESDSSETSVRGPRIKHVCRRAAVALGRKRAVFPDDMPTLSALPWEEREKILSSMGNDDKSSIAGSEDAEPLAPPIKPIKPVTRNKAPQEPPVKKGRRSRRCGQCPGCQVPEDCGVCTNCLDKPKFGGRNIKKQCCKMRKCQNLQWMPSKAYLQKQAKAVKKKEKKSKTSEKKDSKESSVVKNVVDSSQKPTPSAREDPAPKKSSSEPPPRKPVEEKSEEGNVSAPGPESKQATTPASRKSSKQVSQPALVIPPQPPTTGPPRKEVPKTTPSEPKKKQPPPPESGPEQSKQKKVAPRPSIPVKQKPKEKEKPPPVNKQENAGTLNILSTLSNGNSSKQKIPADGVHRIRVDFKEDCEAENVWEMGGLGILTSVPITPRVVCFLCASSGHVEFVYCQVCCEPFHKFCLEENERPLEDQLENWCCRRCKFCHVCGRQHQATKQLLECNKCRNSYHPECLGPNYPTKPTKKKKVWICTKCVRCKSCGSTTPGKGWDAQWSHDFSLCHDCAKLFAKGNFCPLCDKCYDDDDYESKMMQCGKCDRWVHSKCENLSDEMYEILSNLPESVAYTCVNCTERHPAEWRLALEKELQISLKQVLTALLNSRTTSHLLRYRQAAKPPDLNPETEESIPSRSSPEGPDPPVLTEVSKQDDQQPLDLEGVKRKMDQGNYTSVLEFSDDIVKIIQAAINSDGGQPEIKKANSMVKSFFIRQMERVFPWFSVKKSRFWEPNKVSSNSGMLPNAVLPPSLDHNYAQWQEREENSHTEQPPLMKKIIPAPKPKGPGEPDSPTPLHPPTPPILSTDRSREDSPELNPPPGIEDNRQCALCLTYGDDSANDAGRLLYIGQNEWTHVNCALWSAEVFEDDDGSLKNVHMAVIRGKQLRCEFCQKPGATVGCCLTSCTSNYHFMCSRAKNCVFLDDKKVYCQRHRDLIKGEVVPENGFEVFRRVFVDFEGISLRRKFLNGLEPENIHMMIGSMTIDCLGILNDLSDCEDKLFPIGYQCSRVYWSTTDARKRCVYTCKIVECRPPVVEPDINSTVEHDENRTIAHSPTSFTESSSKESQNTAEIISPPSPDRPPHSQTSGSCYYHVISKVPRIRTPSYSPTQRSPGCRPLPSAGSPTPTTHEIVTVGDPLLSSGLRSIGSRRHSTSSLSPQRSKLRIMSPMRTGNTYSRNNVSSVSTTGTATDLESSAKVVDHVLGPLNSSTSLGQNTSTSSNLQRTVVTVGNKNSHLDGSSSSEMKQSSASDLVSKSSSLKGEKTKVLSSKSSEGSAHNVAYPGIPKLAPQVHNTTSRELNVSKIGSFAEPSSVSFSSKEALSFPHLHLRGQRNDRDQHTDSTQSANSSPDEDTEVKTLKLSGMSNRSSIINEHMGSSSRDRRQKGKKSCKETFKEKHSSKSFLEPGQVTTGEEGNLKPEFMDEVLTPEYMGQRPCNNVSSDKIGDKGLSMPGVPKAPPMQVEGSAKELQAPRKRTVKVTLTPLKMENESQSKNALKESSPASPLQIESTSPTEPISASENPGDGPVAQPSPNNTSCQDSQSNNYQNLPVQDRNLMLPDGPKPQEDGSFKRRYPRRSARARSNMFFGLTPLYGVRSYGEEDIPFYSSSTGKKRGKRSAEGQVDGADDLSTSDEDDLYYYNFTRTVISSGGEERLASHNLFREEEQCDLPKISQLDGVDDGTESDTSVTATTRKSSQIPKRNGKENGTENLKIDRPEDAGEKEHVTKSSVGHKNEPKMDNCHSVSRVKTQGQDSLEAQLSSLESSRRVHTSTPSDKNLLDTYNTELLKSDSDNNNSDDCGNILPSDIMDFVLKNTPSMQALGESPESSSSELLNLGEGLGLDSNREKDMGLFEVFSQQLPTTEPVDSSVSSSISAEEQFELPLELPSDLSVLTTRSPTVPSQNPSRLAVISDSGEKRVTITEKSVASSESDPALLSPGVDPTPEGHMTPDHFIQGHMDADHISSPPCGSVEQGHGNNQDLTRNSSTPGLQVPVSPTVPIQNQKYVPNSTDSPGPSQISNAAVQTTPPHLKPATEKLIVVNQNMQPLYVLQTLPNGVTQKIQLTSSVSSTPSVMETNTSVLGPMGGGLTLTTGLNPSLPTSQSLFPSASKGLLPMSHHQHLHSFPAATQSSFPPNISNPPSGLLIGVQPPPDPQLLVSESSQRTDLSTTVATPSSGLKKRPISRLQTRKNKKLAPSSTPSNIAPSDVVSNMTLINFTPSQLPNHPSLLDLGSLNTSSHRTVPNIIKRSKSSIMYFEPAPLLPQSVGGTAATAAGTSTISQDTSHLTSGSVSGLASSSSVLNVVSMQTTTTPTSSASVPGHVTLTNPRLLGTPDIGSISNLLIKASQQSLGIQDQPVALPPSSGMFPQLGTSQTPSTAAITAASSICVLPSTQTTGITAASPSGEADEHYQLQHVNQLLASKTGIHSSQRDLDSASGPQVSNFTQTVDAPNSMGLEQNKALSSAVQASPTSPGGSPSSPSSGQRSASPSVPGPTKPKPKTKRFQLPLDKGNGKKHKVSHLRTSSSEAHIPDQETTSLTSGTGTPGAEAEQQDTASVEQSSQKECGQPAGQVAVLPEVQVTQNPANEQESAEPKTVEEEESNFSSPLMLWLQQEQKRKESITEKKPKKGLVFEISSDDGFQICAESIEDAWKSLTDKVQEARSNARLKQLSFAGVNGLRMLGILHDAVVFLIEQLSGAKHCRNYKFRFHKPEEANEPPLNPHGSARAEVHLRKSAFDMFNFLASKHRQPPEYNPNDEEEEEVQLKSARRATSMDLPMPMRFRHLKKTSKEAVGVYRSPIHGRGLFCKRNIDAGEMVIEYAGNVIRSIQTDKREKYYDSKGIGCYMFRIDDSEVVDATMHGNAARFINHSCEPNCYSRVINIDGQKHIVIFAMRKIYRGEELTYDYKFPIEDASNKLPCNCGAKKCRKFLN
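Fluorescence polarization: 7 uM MLL-CXXC (stock) preincubated 5 min with compounds, then 50 nM fluorescein-HOX-A9 DNA (stock) added; 30 min ambient. Buffer 50 mM Tris-HCl pH 7.5, 50 mM NaCl, 1 mM DTT, 0.05% BSA.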
p53 reactivator – re-activators of mutant p53. AID 504706. hit rate 0.063% among 320,000. H1299 p53-A138V BP100-luciferase reporter, luminescence, 24 h. Potency, µM (series often up to 92.2 µM), for inactives: at the top dose activity change, positive = activation, most hits filed as activators; further: % of control where 0% means no effect; nearly all actives have a fitted effect of over 45% in size
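p53-null H1299 cells stably carrying temperature-sensitive p53-A138V and a BP100-luciferase reporter were pinned with compounds (4-point, 1:5 series) and held 24 hrs at 37 deg C. Luminescence was read 10 min after detection reagent.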
uPA surface inh – inhibitors of cell surface uPA generation | cell surface uPA generation assay, qHTS | Potency, µM (highest dose often 38.3 µM), for the others: at the top dose activity change, negative = inhibition, most hits filed as inhibitors | hit rate 0.31% among 330,000; active means well fitted inhibition curve with a large enough effect; inconclusive means small, poorly fitted or top-dose-only effect; inactive means no such curve, though single readings can be large or run the other way; tested in mouse RAW 264.7 cells; further: on the % scale 0 is the no-effect control and ±100 the full control effect; nearly all actives have a fitted effect of over 55% in size
BRCA1 expr up – increases BRCA1 expression; MCF7-BRCA1-FFLuc reporter, luminescence, 48 h; response scale: scaled: vehicle 0%, 10 µM genistein 100%; Potency, µM (series often up to 46.1 µM), inactives show top-dose activation, hits mostly activators; hit rate 1.1% among 380,000; further: nearly all actives have a fitted effect of over 80% in size; some results filed as inactive show a strong effect at the top dose
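Cells: MCF7-BRCA1-FFLuc, 2000/well. Exposure: 48 h, 37 °C, 5% CO2. Read: luminescence, 15 min post-substrate. Controls: genistein 10 microM (maximal activation), DMSO (neutral).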
Starred values were filed as active, the others as inactive; ? = inconclusive; nt = no result given; & = joins results of further samples; [ ] = another dose, or the depositor's remark. Unless noted, the call rests on the fitted dose curve; in most records, active means well fitted curve in the direction sought with a large enough effect; inconclusive means small, poorly fitted or top-dose-only effect, or another doubt; inactive means no such curve, though single readings can be large; an effect the other way counts as inactive or inconclusive. Potency means the concentration at half of the fitted maximal effect. The list is partial (hit frequency here may not be typical).

SMILES	Rab9 prom act	FLuc modulator	MBNL1 CUG block	ELG1 genotox	Gal4-VP16 FLuc	RORgamma inh	NPC1 promoter act	MLL CXXC-DNA inh	p53 reactivator	uPA surface inh	BRCA1 expr up
CC(Sc1nc2ccccc2c(=O)n1Cc1ccco1)C(=O)c1ccccc1 (stereo not drawn)	-2%	1%	-6%	-5%	-9%	45%	-4%	-4%	10%	13%	0%
COC(=O)COc1ccc(NC(=O)C(c2ccccc2)c2ccccc2)cc1	-8%	8%	-16%	-3%	-2%	-12%	1%	-1%	nt	0%	-84%
O=C(/C=C/c1ccc(F)cc1)NC(=S)Nc1ccccc1C(=O)NC1CCCCC1	-15%	-1%	-3%	-2%	13µM*	?	5%	-2%	6%	-3%	-56%
O=C(c1ccc(CNS(=O)(=O)c2ccccc2)cc1)N1CCN(c2ccccn2)CC1	-10%	3%	-2%	-6%	1%	29%	-2%	-1%	-10%	2%	-19%
Cc1cccc(C)c1N=Cc1c(O)n(-c2nccs2)c(=O)c2ccccc12	-10%	0%	?	-5%	-1%	27%	0%	3%	-21%	0%	-36%
COc1ccc(C2=CC(=O)N(Nc3ccccc3)C2=O)cc1	-3%	0%	1%	10%	11µM*	?	-1%	5%	0%	-16%	-2%
COc1cc(C#Cc2ccc3cc(C(C)(C)O)oc(=O)c3c2)cc(OC)c1	-2%	-11%	nt	7%	nt	nt	14%	nt	4%	-15%	26%
Cc1ccccc1NC(=O)CSc1nc2ccccc2c2nc(CCn3cncc3C)nn12	-7%	0%&-1%	nt	-5%	6%	0%	-2%	9%	-5%	4%	0%
COc1ccc(NC(=O)c2ocnc2C)cc1OC	5%	-15%	-1%	0%	-16%	1%	1%	?	21%	nt	22%
O=S(=O)(Cc1ccco1)Cc1nc(-c2ccc(Cl)cc2)cs1	-2%	-15%	-1%	-1%	?	?	6%	1%	-1%	3%	15%
c1cncc(-c2nnc3n2N=C(c2cccs2)CS3)c1	-1%	0%	?	10%	4%	-20%	-3%	-5%	-28%	-7%	-26%
Cc1ccc(OCCOC(=O)CCc2nc3ccccc3c(=O)[nH]2)cc1	-6%	-1%	-1%	0%	-8%	-2%	1%	-1%	-4%	2%	0%
O=C(COC(=O)[C@H](Cc1c[nH]c2ccccc12)NC(=O)c1ccc(Cl)cc1)Nc1ccc2c(c1)OCO2	2%	17µM*	-4%	10%	-17%	3%	-2%	14%	2%	nt	0%
Cc1c(-c2ccccc2)nc(-c2ccccc2)[nH]c1=O	-1%	-2%	9%	0%	-3%	0%	1%	7%	-7%	-2%	-16%
CC1=C(C(=O)Nc2ccc(F)cc2)C(c2cccc(C)c2)n2nc(CCCO)nc2N1 (stereo not drawn)	2%	3%	?	2%	-6%	-11%	-3%	4%	0%	12%	-13%
COc1ccc(C(=O)Nc2ccc(O)cc2C(=O)O)cc1	3%	11µM*	-15%	-2%	-19%	-33%	-4%	30%	-2%	-7%	-4%
COC(=O)c1c(C)[nH]c(C(=O)C(C)OC(=O)C2CC(=O)N(CCc3ccccc3)C2)c1C (stereo not drawn)	7%	nt	nt	1%	nt	nt	-4%	nt	-15%	15%	-8%
CC(=O)Nc1ccc(NC(=O)C2CC(=O)N=C(N)S2)cc1 (stereo not drawn)	3%	2%	-4%	0%	-1%	29%	1%	7%	-16%	7%	-11%
COC(=O)c1ccccc1NC(=O)c1ccc(NC(=O)C2CCCO2)cc1 (stereo not drawn)	-1%	-11%	0%	-2%	-6%	8%	-5%	16%	2%	-6%	-4%
O=C1c2ccccc2C(=O)N1CCCCSc1nc2ccccc2c(=O)n1CCCN1CCOCC1	-4%	1%	5%	-10%	-10%	31%	0%	1%	-5%	5%	-14%
COc1ccc(-c2nc(C#N)c(NC(C)C)o2)cc1	?	13µM*	13%	27%	12%	18%[10 µM]	?	-4%	?	-5%	104%
COc1cc(NS(=O)(=O)c2ccc(NC(=S)NC(=O)c3sc4ccccc4c3Cl)cc2)nc(OC)n1	0%	?	1%	2%	?	-38%	2%	-29%	-3%	7%	3%
CSCC[C@H](NC(=O)CCCn1nnc2ccccc2c1=O)C(=O)O	0%	0%	2%	-1%	6%	10%	-5%	-13%	-1%	7%	8%
CN(C)CCN(C(=O)c1ccc(Br)s1)c1nc2cc3c(cc2s1)OCCO3	30%	-2%	-8%	?	-8%	11%	27%	?	19%	-2%	81%
Cc1ccc(CNC(=O)C2CCCN(C(=O)N(C)C)C2)cc1 (stereo not drawn)	-31%[inhibitor]	1%	-15%	7%	1%	18%	1%	-7%	1%	nt	1%
The listing continues.
SMILES	Rab9 prom act	FLuc modulator	MBNL1 CUG block	ELG1 genotox	Gal4-VP16 FLuc	RORgamma inh	NPC1 promoter act	MLL CXXC-DNA inh	p53 reactivator	uPA surface inh	BRCA1 expr up
CCOC(=O)c1sc(Nc2ccc(C)cc2C)nc1C	-3%	?	6%	21%	?	-18%	-3%	-7%	9%	-1%	5%
CCCC(=O)Nc1cc(C)c(NC(=O)C23CC4CC(CC(C4)C2)C3)cn1	-6%	3%	-3%	-1%	0%	0%	-2%	-5%	-1%	-3%	2%
COc1cccc2cc(C(=O)N(Cc3cccs3)CC3CCCO3)c(=O)oc12 (stereo not drawn)	0%	-1%	1%	0%	3%[10 µM]	24%	-6%	3%	-3%	3%	-9%
O=C(COc1ccccc1Cl)NNC(=O)c1ccc(-n2cncn2)c([N+](=O)[O-])c1	-2%	2%	nt	0%	nt	nt	-4%	nt	-7%	11%	-6%
O=C1Oc2ccccc2C(=O)/C1=C/N1CCN(c2ccccc2F)CC1	-2%	?	-9%	-10%	4%	-7%	-6%	7%	2%	3%	-11%
CCN1CCN(c2nc(-c3ccccc3)nc3ccccc23)CC1	-2%	-1%	-1%	-3%	-12%	?	-3%	-6%	-10%	2%	-11%
Cc1ccc(Cl)cc1NC(=O)COC(=O)C1CCCCC1	-1%	-3%	4%	10%	-2%	10%	-1%	5%	-1%	-4%	3%
COc1ccccc1CCNC(=O)CCSc1nc(-c2ccco2)cc(C(F)(F)F)n1	-2%	-2%	75%[activator]	-5%	?	?	1%	1%	-5%	8%	-34%
CCC(C)c1ccccc1NC(=O)c1cc2cccc([N+](=O)[O-])c2[nH]1 (stereo not drawn)	0%	?	?	-10%	20%	14%	18%	-9%	23%	2%	-50%
COc1ccc2sc(-c3ccccc3OC)c(-c3ccc(OC)c(F)c3)c2c1	-8%	4%	nt	2%	nt	nt	2%	nt	10%	-4%	-43%
CC(=O)N/N=C/c1cc(C)n(-c2ccc(Br)cc2)c1C	10%	-18%	3%	0%	-1%	5%	5%	6%	-11%	0%	-29%
CC1=C(Nc2ccc(C(=O)O)cc2)C(=O)c2ccccc2C1=O	20%	?	?	0%	?	-24%	0%	-20%	3%	-13%	-46%
c1nnc2c3c4c(sc3ncn12)CCC4	5%	3%	5%	-1%	2%	?	-3%	-17%	-9%	nt	-3%
CCOC(=O)C1CCN(Cc2ccc(-c3ccccc3)cc2)CC1	0%	2%	-12%	-3%	-2%	-24%	6%	-13%	nt	16%	1%
CN(C)c1nc(NC(C)(C)C)nc(NC(C)(C)C)n1	0%	5%	-6%	3%	-2%	11%	-11%	6%	4%	-8%	1%
NC(=O)c1ccc(NC(=O)COC(=O)c2cccc(Oc3ccccc3)c2)cc1	-4%	-1%	nt	-5%	3%	6%[10 µM]	-1%	13%	-12%	9%	3%
CC(C)C(=O)NC(=S)Nc1c(Cl)ccc2nsnc12	2%	1%	?	-7%	-2%	13µM*	1%	-8%	-2%	3%	0%
O=Cc1cn(CCOc2ccccc2)c2ccccc12	6%	-13%	-9%	2%	-5%	?	3%	4%	?	-11%	49%
O=C(O)CC(CC(=O)N1CCN(C(=O)c2ccco2)CC1)c1ccccc1 (stereo not drawn)	3%	1%	2%	5%	-6%	-4%	-5%	38%[activator]	16%	1%	-1%
Cn1c2ccccc2c2c(C(=O)NCCCN3CCCC3=O)cn(C3CCCCC3)c(=O)c21	-6%	-3%	20%	4%	2%	-9%	-4%	-5%	-2%	-4%	-21%
Clc1ccc(Cn2ncc3c(N4CCCC4)ncnc32)cc1	-1%	-50%	-3%	-2%	-10%	5%	3%	-1%	-16%	1%	-9%
CN(C(=O)c1ccc(NC(=O)Cc2ccc(NC(=O)C3CCN(C(=O)C4CCCC4)CC3)cc2)cc1)C1CC1	1%	?	nt	3%	nt	nt	1%	nt	6%	5%	-1%
COc1cc(/C=N\NC(=O)c2ccc(C)nc2)ccc1OC(=O)c1ccco1	-6%	?	-6%	0%	-8%	-25%	0%	44%[activator]	-1%	0%	9%
